Bioassay records from PubChem BioAssay.
TMEM16A act: mouse TMEM16A channel activation, primary screen | actives 0.3% (n = 340,000) | B-score at 10 µM | AID 623877 | HEK293 TMEM16A/YFP-H148Q/I152L, iodide quench fluorescence; stronger effect = lower value;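 active means fluorescence-ratio B-score plate-corrected deviation score at least 3 library SD below zero, with starting fluorescence score within 5 deviations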;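 further: channel opened by trigger with iodide after compound preincubation; score built on the fluorescence ratio of max minus min over baseline; more negative score means more quench and so TMEM16A activation or potentiation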
RGS4 inh: human RGS4 inhibition; P49798; HEK293 M3R/RGS4 inducible, Fluo-4 calcium flux; stronger effect = higher value; triggered by carbachol at its EC20; B-score at 10 µM; actives 0.45% (n = 310,000);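 active means B-score, a plate-corrected calcium signal, over three deviations above library mean, with baseline fluorescence within five deviations of library mean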;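 further: RGS4 expression induced by doxycycline in cells with stable M3 receptor; B-score is computed from the integrated fluorescence ratio over baseline after carbachol; higher B-score means a larger calcium signal and so more RGS4 inhibition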
ANO1 block: inhibitors of mouse TMEM16A calcium-activated chloride channel; normalized B-score (activity score, 25-100; higher = stronger inhibition) at 10 µM; actives 1.2% (n = 310,000); HEK293 TMEM16A/YFP iodide influx fluorescence, ionomycin; Q8BHY3;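 active means ratio plate-corrected score three or more library SD toward inhibition, starting fluorescence score within five deviations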;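 further: score derived from kinetic fluorescence span divided by baseline fluorescence per well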
RGS4 pot: RGS4 potentiation or activation | HEK293 M3R/inducible RGS4, carbachol calcium flux Fluo4; stronger effect = lower value | B-score at 10 µM | actives 0.92% (n = 310,000);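 active means B-score of the integrated calcium signal more than 4 SD below the library mean, with starting fluorescence not abnormally high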;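 further: negative B-score means reduced calcium response which marks RGS4 activation or potentiation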
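test system = M3R-expressing HEK293 line, RGS4 induced by doxycycline | probe or stimulus = carbachol at ECmax as muscarinic agonist stimulus | timing = dye loading 30 min 37 °C, buffer rest 30 min RT | signal = calcium dye Fluo4 fluorescence | evaluation = B score from integrated fluorescence ratio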
KCNK9 inh: inhibitors of human KCNK9 two-pore domain potassium channel; Q9NPC2; HEK293 KCNK9, FluxOR thallium flux fluorescence; stronger effect = lower value; actives 1.2% (n = 310,000); AID 488922; B-score at 10 µM;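 active means ratio B-score over 3 SD below the library mean, with starting fluorescence within 5 SD of its mean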;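 further: negative B-score means less thallium flux so channel inhibition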
MrgX1 PAM: allosterically activates human MrgX1 receptor signaling; Q96LB2; MrgX1-HEK293, Fluo-4 calcium flux, FDSS; stronger effect = higher value; B-score at 10 µM; actives 0.63% (n = 310,000); AID 588675;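 active means plate-corrected calcium response at least 3 library SD above typical, normal starting fluorescence, not activating the receptor alone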;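 further: compound read alongside a low EC10 to EC30 dose of BAM8-22 agonist; peak minus trough fluorescence over baseline measured at the second addition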
MrgX1 ag: human MrgX1 receptor agonism, primary screen; AID 588627; Q96LB2; B-score at 10 µM; MrgX1-HEK293 cells, Fluo-4 calcium fluorescence, agonist mode; stronger effect = higher value; actives 0.44% (n = 310,000);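 active means calcium response B-score plate-corrected fluorescence ratio at least 3 library SD, with starting fluorescence B-score inside 5 SD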
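Material: MrgX1-expressing HEK293 cells / Dosing: compound as first of three additions / Incubation: overnight seeding, then 1 h dark dye loading / Signal: Fluo-4 NW calcium fluorescence / Evaluation: B-scored fluorescence response ratio / Benchmarks: positive and negative control wells on each plate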
KCNK3 block: human KCNK3 channel inhibition, primary screen | O14649 | CHO-KCNK3 thallium flux, FluxOR fluorescence; stronger effect = lower value | B-score at 10 µM | actives 0.84% (n = 340,000);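 active means B-score under library mean minus 4 SD, starting fluorescence ratio at most library mean plus 5 SD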;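 further: more negative B-score means stronger inhibition of thallium flux through KCNK3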
Target sequence (O14649 whole entry, looked up): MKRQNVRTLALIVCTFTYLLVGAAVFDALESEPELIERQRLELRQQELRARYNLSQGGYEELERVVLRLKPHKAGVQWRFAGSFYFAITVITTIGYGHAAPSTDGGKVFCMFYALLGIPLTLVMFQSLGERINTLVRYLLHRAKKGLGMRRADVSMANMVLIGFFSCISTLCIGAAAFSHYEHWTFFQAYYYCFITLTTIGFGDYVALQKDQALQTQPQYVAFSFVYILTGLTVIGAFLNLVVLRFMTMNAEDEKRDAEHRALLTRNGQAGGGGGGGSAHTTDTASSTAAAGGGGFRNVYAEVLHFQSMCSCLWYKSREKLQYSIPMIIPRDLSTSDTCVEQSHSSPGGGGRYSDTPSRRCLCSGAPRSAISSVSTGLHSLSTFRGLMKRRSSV
KCNQ1 block: blocks the human KCNQ1 potassium channel. B-score at 10 µM. P51787. CHO-K1 KCNQ1, FluxOR thallium flux fluorescence; stronger effect = higher value. actives 1.3% (n = 310,000). AID 2642;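 active means compounds whose thallium flux B-score, printed positive for inhibition, exceeds three library SD while starting fluorescence stays within three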;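 further: channel opened by potassium depolarization with thallium stimulus after 20 min compound exposure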
Target sequence (P51787 whole entry, looked up): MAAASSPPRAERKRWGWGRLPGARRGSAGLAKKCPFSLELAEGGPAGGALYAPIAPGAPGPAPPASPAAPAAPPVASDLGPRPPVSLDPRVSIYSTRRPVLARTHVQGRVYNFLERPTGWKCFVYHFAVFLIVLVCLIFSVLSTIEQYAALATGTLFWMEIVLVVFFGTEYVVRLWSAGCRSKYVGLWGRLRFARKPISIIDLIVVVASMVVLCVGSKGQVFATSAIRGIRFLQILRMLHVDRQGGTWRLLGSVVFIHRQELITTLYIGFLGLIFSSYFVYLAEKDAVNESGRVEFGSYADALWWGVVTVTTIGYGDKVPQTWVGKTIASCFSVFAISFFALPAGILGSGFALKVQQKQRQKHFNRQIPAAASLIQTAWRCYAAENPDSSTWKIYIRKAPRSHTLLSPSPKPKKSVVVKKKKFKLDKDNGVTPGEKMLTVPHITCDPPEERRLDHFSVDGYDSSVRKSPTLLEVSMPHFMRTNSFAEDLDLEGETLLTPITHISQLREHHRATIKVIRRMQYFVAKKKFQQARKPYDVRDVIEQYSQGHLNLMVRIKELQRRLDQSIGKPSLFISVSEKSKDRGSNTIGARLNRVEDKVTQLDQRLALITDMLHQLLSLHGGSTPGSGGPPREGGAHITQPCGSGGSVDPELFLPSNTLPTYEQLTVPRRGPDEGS
KCNQ1 act: potentiators or activators of human KCNQ1 potassium channel; P51787; CHO-K1 KCNQ1, thallium flux FluxOR fluorescence; stronger effect = higher value; B-score at 10 µM; actives 0.35% (n = 310,000);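 active means fluorescence ratio B-score, a plate-corrected score, at least three library SD, with initial intensity B-score within 5 SD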
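Doses: Single concentration per compound, DMSO matched to controls | Test system: KCNQ1-transfected CHO-K1 cells | Timing: 90 min dye loading and 20 min compound exposure, both at room temperature | Measured by: Kinetic FluxOR thallium fluorescence, 10-s 1-Hz baseline, 110-s post-stimulus read | Medium: Assay buffer with matched DMSO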
hERG rescue: shields human hERG channel from block by proarrhythmic agents | Q12809 | CHO-hERG, FluxOR thallium flux, dofetilide IC70 present | activation (rescue from dofetilide block), less the hit threshold, % at 10 µM | actives 0.51% (n = 310,000) | AID 1511;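 active means activation above the mean of controls blocked by dofetilide plus 5 SD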;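 further: thallium influx through hERG after potassium depolarization seen as dye fluorescence rise; in these data hits start at about 4.7%; inactives centre near -7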
* hit, by the source's call.

Results for O=C(CCC(=O)c1cccs1)NCCc1ccc(F)cc1 ?
TMEM16A act: inactive; RGS4 inh: inactive; ANO1 block: inactive; RGS4 pot: inactive; KCNK9 inh: inactive; MrgX1 PAM: inactive; MrgX1 ag: inactive; KCNK3 block: inactive; KCNQ1 block: inactive; KCNQ1 act: inactive; hERG rescue: -10

Results for COc1ccc(N(CC(=O)NC2CC2)S(=O)(=O)c2ccccc2)cc1 ?
TMEM16A act: inactive; RGS4 inh: inactive; ANO1 block: inactive; RGS4 pot: inactive; KCNK9 inh: inactive; MrgX1 PAM: inactive; MrgX1 ag: inactive; KCNK3 block: inactive; KCNQ1 block: inactive; KCNQ1 act: inactive; hERG rescue: 0

Results for COCCn1c(-c2ccc(NC(C)=O)cc2)nc2c1c(=O)[nH]c(=O)n2CC(C)C ?
TMEM16A act: inactive; RGS4 inh: inactive; ANO1 block: inactive; RGS4 pot: inactive; KCNK9 inh: inactive; MrgX1 PAM: inactive; MrgX1 ag: inactive; KCNK3 block: inactive; KCNQ1 block: inactive; KCNQ1 act: inactive; hERG rescue: -12

What do the screens show for `C/C(=N\N1C(=O)c2ccccc2C1=O)c1cccc([N+](=O)[O-])c1`?
TMEM16A act: inactive; RGS4 inh: inactive; ANO1 block: inactive; RGS4 pot: inactive; KCNK9 inh: inactive; MrgX1 PAM: inactive; MrgX1 ag: inactive; KCNK3 block: inactive; KCNQ1 block: inactive; KCNQ1 act: inactive; hERG rescue: -5

How did CCN(CC)Cc1nc2c(c(=O)[nH]1)C1(CCCCC1)Cc1ccccc1-2 do in these assays?
TMEM16A act: inactive; RGS4 inh: inactive; ANO1 block: inactive; RGS4 pot: inactive; KCNK9 inh: inactive; MrgX1 PAM: inactive; MrgX1 ag: inactive; KCNK3 block: inactive; KCNQ1 block: inactive; KCNQ1 act: inactive; hERG rescue: -11

How did Cc1ccc(CN2CCN(CC(C)C)C(CCO)C2)s1 (configuration not stated) do in these assays?
TMEM16A act: inactive; RGS4 inh: inactive; ANO1 block: inactive; RGS4 pot: inactive; KCNK9 inh: inactive; MrgX1 PAM: inactive; MrgX1 ag: inactive; KCNK3 block: inactive; KCNQ1 block: inactive; KCNQ1 act: inactive; hERG rescue: -6

What do the screens show for `CC(C)Cn1c(SCC(=O)Nc2ccc3[nH]c(=O)[nH]c3c2)nc2ccccc2c1=O`?
TMEM16A act: inactive; RGS4 inh: inactive; ANO1 block: inactive; RGS4 pot: inactive; KCNK9 inh: inactive; MrgX1 PAM: inactive; MrgX1 ag: inactive; KCNK3 block: inactive; KCNQ1 block: inactive; KCNQ1 act: inactive; hERG rescue: -16

Results for O=C(OCC(=O)c1c[nH]c2ccccc12)c1cc2ccccc2cc1O ?
TMEM16A act: inactive; RGS4 inh: inactive; ANO1 block: inactive; RGS4 pot: inactive; KCNK9 inh: inactive; MrgX1 PAM: inactive; MrgX1 ag: inactive; KCNK3 block: inactive; KCNQ1 block: inactive; KCNQ1 act: inactive; hERG rescue: 2

How did Cn1c2c(c(=O)n(C)c1=O)CN(CCc1ccccc1)CN2 do in these assays?
TMEM16A act: inactive; RGS4 inh: inactive; ANO1 block: inactive; RGS4 pot: inactive; KCNK9 inh: inactive; MrgX1 PAM: inactive; MrgX1 ag: inactive; KCNK3 block: inactive; KCNQ1 block: inactive; KCNQ1 act: inactive; hERG rescue: -10

What do the screens show for `COC(=O)c1c(NC(C)=O)sc2c1CCCC2`?
TMEM16A act: inactive; RGS4 inh: inactive; ANO1 block: inactive; RGS4 pot: inactive; KCNK9 inh: inactive; MrgX1 PAM: inactive; MrgX1 ag: inactive; KCNK3 block: inactive; KCNQ1 block: inactive; KCNQ1 act: inactive; hERG rescue: -9

What do the screens show for `O=C(NNc1ccc(F)cc1F)C1CCC1`?
TMEM16A act: inactive; RGS4 inh: inactive; ANO1 block: inactive; RGS4 pot: inactive; KCNK9 inh: inactive; MrgX1 PAM: inactive; MrgX1 ag: inactive; KCNK3 block: inactive; KCNQ1 block: inactive; KCNQ1 act: inactive; hERG rescue: -2

How did CCc1ccccc1NC(=O)c1cc(C)no1 do in these assays?
TMEM16A act: inactive; RGS4 inh: inactive; ANO1 block: inactive; RGS4 pot: inactive; KCNK9 inh: inactive; MrgX1 PAM: inactive; MrgX1 ag: inactive; KCNK3 block: inactive; KCNQ1 block: inactive; KCNQ1 act: inactive; hERG rescue: -1

How did Cc1cccc(C(=O)Nc2ccnc(-c3cccnc3)n2)c1 do in these assays?
TMEM16A act: inactive; RGS4 inh: inactive; ANO1 block: inactive; RGS4 pot: inactive; KCNK9 inh: inactive; MrgX1 PAM: inactive; MrgX1 ag: inactive; KCNK3 block: inactive; KCNQ1 block: inactive; KCNQ1 act: inactive; hERG rescue: 3

How did CCOc1cc(C(=O)NCc2ccco2)cc(OCC)c1OCC do in these assays?
TMEM16A act: inactive; RGS4 inh: inactive; ANO1 block: inactive; RGS4 pot: inactive; KCNK9 inh: inactive; MrgX1 PAM: inactive; MrgX1 ag: inactive; KCNK3 block: inactive; KCNQ1 block: inactive; KCNQ1 act: inactive; hERG rescue: -2

Results for COc1cccc(C(=O)OCCN2C(=O)c3ccccc3C2=O)c1OC ?
TMEM16A act: inactive; RGS4 inh: inactive; ANO1 block: inactive; RGS4 pot: inactive; KCNK9 inh: inactive; MrgX1 PAM: inactive; MrgX1 ag: inactive; KCNK3 block: inactive; KCNQ1 block: inactive; KCNQ1 act: inactive; hERG rescue: -9

How did O=C(c1cccs1)N1CCN(C2CCCCC2)CC1 do in these assays?
RGS4 inh: inactive; ANO1 block: inactive; RGS4 pot: inactive; KCNK9 inh: inactive; MrgX1 PAM: inactive; MrgX1 ag: inactive; KCNK3 block: inactive; KCNQ1 block: inactive; KCNQ1 act: inactive; hERG rescue: -12

How did COc1ccc2nc3ccccc3nc2c1 do in these assays?
TMEM16A act: inactive; RGS4 inh: inactive; ANO1 block: inactive; RGS4 pot: inactive; KCNK9 inh: inactive; MrgX1 PAM: inactive; MrgX1 ag: inactive; KCNK3 block: inactive; KCNQ1 block: inactive; KCNQ1 act: inactive; hERG rescue: -7

What do the screens show for `O=C(Nc1ccccc1)Nc1cccn(Cc2c(F)cccc2Cl)c1=O`?
TMEM16A act: inactive; RGS4 inh: inactive; ANO1 block: inactive; RGS4 pot: inactive; KCNK9 inh: inactive; MrgX1 PAM: inactive; MrgX1 ag: inactive; KCNK3 block: inactive; KCNQ1 block: inactive; KCNQ1 act: inactive; hERG rescue: -5

What do the screens show for `COc1ccc(S(=O)(=O)NCC2CCCN(Cc3cn(C)nc3C)C2)cc1` (configuration not stated)?
TMEM16A act: inactive; RGS4 inh: inactive; ANO1 block: inactive; RGS4 pot: inactive; KCNK9 inh: inactive; MrgX1 PAM: inactive; MrgX1 ag: inactive; KCNK3 block: inactive; KCNQ1 block: inactive; KCNQ1 act: inactive; hERG rescue: -1

How did Cc1cc(S(=O)(=O)NCC(C)C)ccc1OCC(=O)NC1CC1 do in these assays?
TMEM16A act: inactive; RGS4 inh: inactive; ANO1 block: inactive; RGS4 pot: inactive; KCNK9 inh: inactive; MrgX1 PAM: inactive; MrgX1 ag: inactive; KCNK3 block: inactive; KCNQ1 block: inactive; KCNQ1 act: inactive; hERG rescue: -7

Results for COc1ccc(N2CCN(CC(=O)Nc3nnc(-c4ccccc4)s3)CC2)cc1 ?
RGS4 inh: inactive; ANO1 block: inactive; RGS4 pot: inactive; KCNK9 inh: inactive; MrgX1 PAM: inactive; MrgX1 ag: inactive; KCNK3 block: inactive; KCNQ1 block: inactive; KCNQ1 act: inactive; hERG rescue: -3

What do the screens show for `Cc1cc(C)c(NC(=O)OCCN2CCOCC2)c(C)c1`?
TMEM16A act: inactive; RGS4 inh: inactive; ANO1 block: inactive; RGS4 pot: inactive; KCNK9 inh: inactive; MrgX1 PAM: inactive; MrgX1 ag: inactive; KCNK3 block: inactive; KCNQ1 block: inactive; KCNQ1 act: inactive; hERG rescue: -8

What do the screens show for `COCCOC(=O)c1c(NC(=O)CN(C)c2ccccc2)sc(C(N)=O)c1C`?
TMEM16A act: inactive; RGS4 inh: inactive; ANO1 block: inactive; RGS4 pot: inactive; KCNK9 inh: inactive; MrgX1 PAM: inactive; MrgX1 ag: inactive; KCNK3 block: inactive; KCNQ1 block: inactive; KCNQ1 act: inactive; hERG rescue: -3

What do the screens show for `CCC(C)NCCCOc1ccc([N+](=O)[O-])cc1` (configuration not stated)?
TMEM16A act: inactive; RGS4 inh: inactive; ANO1 block: inactive; RGS4 pot: inactive; KCNK9 inh: inactive; MrgX1 PAM: inactive; MrgX1 ag: inactive; KCNK3 block: inactive; KCNQ1 block: inactive; KCNQ1 act: inactive; hERG rescue: -12

Results for CC(C)CNC(=S)N(CCN(C)C)Cc1cc2cc3c(cc2[nH]c1=O)OCO3 ?
TMEM16A act: inactive; RGS4 inh: inactive; ANO1 block: inactive; RGS4 pot: inactive; KCNK9 inh: inactive; MrgX1 PAM: inactive; MrgX1 ag: inactive; KCNK3 block: inactive; KCNQ1 block: inactive; KCNQ1 act: inactive; hERG rescue: -6

What do the screens show for `COc1ccc(NC(=O)c2cc(OC)c(OC)c(OC)c2)cc1S(=O)(=O)N1CCCCC1`?
TMEM16A act: inactive; RGS4 inh: inactive; ANO1 block: inactive; RGS4 pot: inactive; KCNK9 inh: inactive; MrgX1 PAM: inactive; MrgX1 ag: inactive; KCNK3 block: inactive; KCNQ1 block: inactive; KCNQ1 act: inactive; hERG rescue: -18

Results for Cc1ccc(OCC(=O)NNC(=O)Cn2c(=O)cnc3ccccc32)cc1 ?
TMEM16A act: inactive; RGS4 inh: inactive; ANO1 block: inactive; RGS4 pot: inactive; KCNK9 inh: inactive; MrgX1 PAM: inactive; MrgX1 ag: inactive; KCNK3 block: inactive; KCNQ1 block: inactive; KCNQ1 act: inactive; hERG rescue: -1
